# Assay outcomes from PubChem BioAssay.
# Lipid droplet – inhibitors of hepatocyte lipid droplet formation, primary screen, imaging, high-throughput imaging, BODIPY stain | AML12 mouse hepatocytes, oleate lipid droplets | inhibition, % at 6.5 µM | actives 0.4% (n = 240,000);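 active = lipid droplet intensity inhibited by at least 50%, with more than 500 cells counted; inconclusive = wells with under 300 cells, treated as cytotoxic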
#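 Assay system: AML12 mouse liver cells | Compound dosing: One dose, 6.5 µM compound | Read-out basis: Droplet intensity reduction, % inhibition | Measured by: Fluorescence imaging, 20x objective, two fields per well | Schedule: Overnight treatment with compound plus oleate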
# T cell HTS – modulators of CD8 T cell-vesicle binding, primary screen, mouse 2C CD8+ T cells, flow cytometry | AID 2052, 2009 | 2C CD8+ T cell-vesicle binding; hits give low values | actives 0.068% (n = 330,000) | calls only at 7 µM;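 active = response, share of CD8 T cells binding vesicles, and their 90th percentile fluorescence all below set limits, cut at about 80% in these data, passing the limit was not always enough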
#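 Read-out – percent CD8+ FL2 mean versus row control · System – murine 2C transgenic CD8+ T lymphocytes · Times – 1.5 h cell–vesicle binding at 37 °C, then 20 min icy labelling · Control set – naked vesicles low, QL9 vesicles with vehicle high · Detection – cytometric PE anti-B7-1 and Alexa647 anti-CD8 signals after 1% paraformaldehyde fixation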
# Myeloid diff MLP – induction of myeloid progenitor differentiation, primary screen, cell-based, flow cytometry, MLPCN library; ER-HoxA9 myeloid progenitors, lysozyme-GFP differentiation; calls only at 10 µM; actives 1% (n = 360,000);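 active = normalized GFP-positive differentiation at or above the plate's own cutoff, the solvent-only control mean plus 3 SD; inconclusive = no clear call, values can overlap the other calls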;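 also: cells exposed to compound for four days before flow analysis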
# Lipid droplet cells 6.5 µM – second read-out of Lipid droplet, no call of its own (marks repeat the call); cell count; measured here: cell count, cytotoxicity flag;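 cells counted across two imaged fields per well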
# T cell HTS vesicle-bound % – further read-out of T cell HTS, marked with its call; double positive events, %; measured here: CD8+ vesicle-bound cell fraction;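 binding gate set so that unloaded-vesicle control wells show 10% double positive cells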
# Myeloid diff MLP GFP+ MAC1+ % – further read-out of Myeloid diff MLP, marked with its call; GFP+ MAC1+ double positive, %; measured here: differentiation confirmed by MAC1 staining
# * hit, by the source's call; i = inactive; ? = inconclusive; nt = no result given. These rows are one share of the data, so the mix of outcomes need not match the whole.
SMILES,Lipid droplet,Lipid droplet cells 6.5 µM,T cell HTS,T cell HTS vesicle-bound %,Myeloid diff MLP,Myeloid diff MLP GFP+ MAC1+ %
COc1cc(OC)c(C2Nc3cccc4cccc(c34)N2)c(OC)c1,-29,776,i,33,?,nt
O=[N+]([O-])c1ccc(C2CCCC/C2=N/O)c([N+](=O)[O-])c1 (centres undefined),2,755,i,12,i,0.3
CCC(C)c1ccc(S(=O)(=O)N2CCN3CCCC3C2)cc1 (centres undefined),-7,856,i,63,i,0.3
CC(C)(C)c1ccc(OCC(=O)Nc2ccncc2)cc1,0,823,i,61,i,0.6
CC(C)c1ccc(NC(=O)C2CCC(CNC(=O)[C@@H]3Cc4ccccc4CN3)CC2)cc1 (some centres undefined),0,714,i,25,i,3.5
COc1cccc(NS(=O)(=O)c2ccc(C)c(C(=O)N3CCCCC3)c2)c1,-13,829,i,5,i,0.7
CC(C)CC(=O)Nc1nnc(S(=O)(=O)N2CCCCCC2)s1,0,710,i,48,i,1.4
CC(=O)N/C(=C\c1ccccc1)C(=O)OCc1ccccc1,-1,826,i,17,i,0.6
COC(=O)CCC(=O)NC1CC(C)(C)Cc2c1cnn2-c1ccccc1 (centres undefined),-2,827,i,47,i,0.6
Cn1c(CN2CCOCC2)nnc1SCC(=O)Nc1cccc(C(F)(F)F)c1,-8,750,i,31,i,0.6
COC(=O)CNC(=O)CN1C(=O)NC2(CCCc3ccccc32)C1=O (centres undefined),3,844,i,49,i,0.4
COc1ccc(N(CC(=O)NCc2ccccc2)S(=O)(=O)c2c(C)n[nH]c2C)cc1,-7,695,i,42,i,0.7
CN1CCN(c2nc(-c3ccccc3O)nc3ccccc23)CC1,1,801,i,38,i,0.1
O=C(NCCc1ccccc1Cl)c1cc(COc2ccc(F)cc2F)on1,-9,631,i,7,i,1.3
N=c1oc2ccccc2cc1C(=O)Nc1ccccc1,0,848,i,61,i,0.4
O=c1c([N+](=O)[O-])c(O)c2ccccc2n1Cc1ccccc1,-4,849,i,24,i,1.4
CC(=O)C1=C(O)C(=O)N(c2cccc(Br)c2)C1c1ccc(Br)cc1 (centres undefined),2,784,i,39,i,0.6
Cc1ccc(Cn2ncc3c(NN)ncnc32)cc1,-2,830,i,21,i,0.5
CC(=O)Nc1ccc(N(CC(=O)NC2CCCC2)C(=O)CCC(=O)Nc2cc(C)on2)cc1,-8,802,i,30,i,1.5
COC(=O)CSc1nnc(-c2ccc(S(=O)(=O)N3CCCC3)cc2)o1,-1,786,i,44,i,0.6
CC(O)[C@H](NC(=O)C1CCN(C(=O)[C@H](Cc2ccccc2)NC(=O)OC(C)(C)C)CC1)C(=O)O (some centres undefined),4,775,i,31,i,0.8
Cc1noc(/C=C/c2ccccc2F)c1S(=O)(=O)N1CCC(C(=O)N2CCN(C)CC2)CC1,7,700,i,14,i,2.9
CCCn1c(C(CO)Nc2nc(-c3cccc(Br)c3)cs2)nc2ccccc21 (centres undefined),-51,782,i,15,i,0.8
Cc1c(Cc2ccccc2)c(=O)oc2cc(OCC(=O)NCc3ccccn3)ccc12,9,762,i,14,i,6.3
COc1ccccc1C(O)P(=O)(OCC(C)C)c1ccc(N(C)C)cc1 (centres undefined),22,785,i,33,i,0.3
COc1cc(NC(=O)C2CC(c3ccccc3O)=NO2)c(OC)cc1Cl (centres undefined),9,803,i,49,i,0.9
COc1ccc2c(c1)c(C(C)=O)c(C)n2CCc1ccc(OC)c(OC)c1,-3,806,i,56,i,0.4
Cc1cc(C)n2nc(CNS(=O)(=O)c3c(F)c(F)c(F)c(F)c3F)nc2n1,6,813,i,12,?,nt
Cc1ccc(C)c(C(C)NC(=S)NC2CCCCC2)c1 (centres undefined),-13,840,i,71,?,nt
CCCN1CCN(C(=O)c2cc(COc3ccc(F)cc3F)on2)CC1,-7,836,i,4,i,1.3
O=C(Cn1nnc(-c2ccccc2F)n1)Nc1ccc2c(c1)OCCO2,3,768,i,50,i,2.5
NC(=O)N/N=C1\CCS(=O)(=O)c2ccc(F)cc21,4,805,i,55,i,0.4
COc1ccc(OC(C)C(=O)N(C)Cc2nc(-c3ccc(C)cc3)no2)cc1 (centres undefined),1,761,i,28,i,0.5
O=C(Nc1nnc(SCC(=O)N2CCCCC2)s1)c1c(F)cccc1F,23,779,i,57,?,nt
CN(C)/C=C/C(=O)c1ccc(OCCN(C)c2ccccn2)cc1,14,396,i,21,i,0.3
CC(C)c1nc2cc(C(=O)NC(c3cccnc3)C(F)(F)F)ccc2o1 (centres undefined),14,712,i,24,i,1.5

# Whole records from above:
# CCCN1CCN(C(=O)c2cc(COc3ccc(F)cc3F)on2)CC1 across the screens: Lipid droplet: -7; Lipid droplet cells 6.5 µM: 836; T cell HTS: i; T cell HTS vesicle-bound %: 4; Myeloid diff MLP: i; Myeloid diff MLP GFP+ MAC1+ %: 1.3
# CC(C)c1nc2cc(C(=O)NC(c3cccnc3)C(F)(F)F)ccc2o1 (centres undefined) across the screens: Lipid droplet: 14; Lipid droplet cells 6.5 µM: 712; T cell HTS: i; T cell HTS vesicle-bound %: 24; Myeloid diff MLP: i; Myeloid diff MLP GFP+ MAC1+ %: 1.5

# Other structures follow.
SMILES,Lipid droplet,Lipid droplet cells 6.5 µM,T cell HTS,T cell HTS vesicle-bound %,Myeloid diff MLP,Myeloid diff MLP GFP+ MAC1+ %
COc1cc(CCC(=O)NCc2ccc(S(N)(=O)=O)cc2)cc(OC)c1OC,-2,866,i,59,i,0.3
CCOc1ccccc1NC(=O)c1nc(S(=O)(=O)Cc2ccccc2)ncc1Cl,-5,727,i,1,?,nt
Cc1oc(-c2ccc(Cl)cc2)nc1CN1CCC(C(=O)NCCCN2CCCC(C)C2)CC1 (centres undefined),-8,634,i,30,i,2.8
CN(C)S(=O)(=O)n1cc(/C=C(\NC(=O)c2ccccc2Cl)C(=O)NCCCN2CCOCC2)c2ccccc21,-8,705,i,51,i,5.1
N#Cc1ccc(C(=O)Nc2nc3ccccc3[nH]2)cc1,-10,836,i,18,?,nt
O=C(Nc1ccccc1N1CCCCC1)c1ccc(OC(F)F)cc1,-7,813,i,31,i,2.1
Cc1onc(-c2ccccc2)c1C(=O)NCc1ccccc1F,-19,782,i,25,i,1.8
CC(C)c1ccc(S(=O)(=O)N2CCN(C(=O)c3ccc(N4CCCC4)c([N+](=O)[O-])c3)CC2)cc1,-7,675,i,54,i,0.9
CC(C)C1N(C(=O)N2CCOCC2)CCN1S(=O)(=O)c1ccccc1 (centres undefined),1,828,i,26,i,0.4
COc1ccc(C)cc1NC(=O)CSc1nc2scc(C)c2c(=O)[nH]1,-7,661,i,28,i,1.6
CCN(C(=O)CCS(=O)(=O)c1cccc2nonc12)c1ccc(C)c(C)c1,-21,769,i,33,i,5.8
Cn1c(C(=O)c2ccccc2)nc2ccccc21,7,819,i,14,i,0.6

# An excerpt from above in order of molecular weight, falling.
SMILES,Lipid droplet,Lipid droplet cells 6.5 µM,T cell HTS,T cell HTS vesicle-bound %,Myeloid diff MLP,Myeloid diff MLP GFP+ MAC1+ %
CN(C)S(=O)(=O)n1cc(/C=C(\NC(=O)c2ccccc2Cl)C(=O)NCCCN2CCOCC2)c2ccccc21,-8,705,i,51,i,5.1
Cc1oc(-c2ccc(Cl)cc2)nc1CN1CCC(C(=O)NCCCN2CCCC(C)C2)CC1 (centres undefined),-8,634,i,30,i,2.8
COc1cc(CCC(=O)NCc2ccc(S(N)(=O)=O)cc2)cc(OC)c1OC,-2,866,i,59,i,0.3
CCN(C(=O)CCS(=O)(=O)c1cccc2nonc12)c1ccc(C)c(C)c1,-21,769,i,33,i,5.8
COc1ccc(C)cc1NC(=O)CSc1nc2scc(C)c2c(=O)[nH]1,-7,661,i,28,i,1.6
N#Cc1ccc(C(=O)Nc2nc3ccccc3[nH]2)cc1,-10,836,i,18,?,nt

# Next structures.
SMILES,Lipid droplet,Lipid droplet cells 6.5 µM,T cell HTS,T cell HTS vesicle-bound %,Myeloid diff MLP,Myeloid diff MLP GFP+ MAC1+ %
CCN(c1ccccc1)S(=O)(=O)c1ccc2c(c1)CCCN2C(C)=O,-7,743,i,17,i,4.0
COc1cccc(CNS(=O)(=O)c2ccc3c(c2)CC(C)N3C(=O)C2CCC2)c1 (centres undefined),0,631,i,9,i,3.5
CCOc1ccc(CCNC(=O)CN2C(=O)NC3(CCCC3)C2=O)cc1OCC,83*,858*,i,6,i,1.2
Cc1cccc(C(=O)NCC(=O)N(C)CC(=O)Nc2ccc(N3CCOCC3)cc2)c1,9,720,i,65,i,2.8
COc1ccc(S(=O)(=O)N2CCC(C(=O)NCCCN3CCOCC3)CC2)cc1,-3,724,i,24,i,0.8
COc1cc(CN2CCNC(=O)C2CC(=O)NCCCN2CCOCC2)cc(OC)c1 (centres undefined),2,683,i,60,i,0.4
Cc1ccc2c(c1)N(CC(=O)Nc1ncccc1C)C(=O)C(C(C)C)O2 (centres undefined),-23,790,i,59,i,1.0
Cc1sc2ncnc(SCC(=O)N3CCCC(C(F)(F)F)C3)c2c1C (centres undefined),5,832,i,20,?,nt
O=C(NNC(=S)Nc1ccccc1)c1cc(Br)ccc1Cl,13,665,i,58,i,1.4
COc1cccc(C(=O)OCC(=O)NC(C)CCc2ccccc2)c1O (centres undefined),-7,803,i,60,i,0.6
CC(=O)NCc1ccc(S(=O)(=O)N2CCCN(C)CC2)cc1,2,657,i,24,i,0.3
Cc1c(NC(=O)Nc2ccccc2[N+](=O)[O-])c(=O)n(-c2ccccc2)n1C,4,839,i,32,i,0.4
Nc1ccc(C(=O)N/N=C/c2cn(Cc3ccccc3)c3ccccc23)cc1,-9,823,i,71,i,0.6
O=C1CC[C@@H](OCc2ccccc2)CCN1CC[C@H](Sc1ccccc1)c1ccccc1,-19,810,i,43,i,0.8
Cc1ccc(C(=O)Nc2cccc3cccnc23)cc1C,1,791,i,56,i,0.4
CC(=O)Nc1ccc(C(=O)Nc2nnc(CCc3ccccc3)s2)cc1,4,811,i,68,i,1.5
O=C(Nc1ccccn1)c1cccc(S(=O)(=O)N2CCCC2)c1,0,688,i,9,i,2.4
Cc1cccc(CNS(=O)(=O)c2ccc(-c3cnc(C4CC4)o3)cc2)c1,-12,719,i,17,i,1.9
C=CCNC(=O)C1CCCN(S(=O)(=O)c2ccc(-n3cnnn3)cc2)C1 (centres undefined),-6,820,i,36,i,6.2
CC(C)N(Cc1ccccc1)C(=O)CCS(=O)(=O)c1ccc2c(c1)oc(=O)n2C,-11,719,i,17,i,1.7
CC(=O)N1CCc2cc(S(=O)(=O)NCCC(=O)NCCc3ccc(Cl)cc3)ccc21,-13,699,i,31,i,1.4
Cc1ccc(-c2nnc(Nc3ccc(OCC(N)=O)cc3)c3ccccc23)cc1S(N)(=O)=O,-5,830,i,33,i,0.6
Cc1ccccc1NC(=O)CCS(=O)(=O)c1cccc2nonc12,-2,797,i,7,i,1.7
COc1ccc(CNC(=O)C2CCN(S(=O)(=O)c3c(C)noc3/C=C/N(C)C)CC2)cc1,-4,737,i,0,?,nt
Cc1cc(C)c(NC(=O)Cn2ncc3ccccc32)c(C)c1,-2,832,i,21,i,0.6
O=C(CCc1nnc2n(Cc3ccc(F)cc3)c(=O)c3ccccc3n12)NCCN1CCOCC1,5,881,i,43,i,0.8
COc1ccccc1C(=O)NNC(=O)c1ccccc1Br,6,816,i,52,i,1.0
CN1CCC(N(C)C(=O)/C(C#N)=C/c2ccccc2)CC1,1,733,i,22,i,0.5
COc1ccc(NC(=O)N2CCCCCC2)cc1OC,7,843,i,16,i,0.9
CCc1nn2c(=O)c(S(=O)(=O)Nc3ccc(Cl)cc3)c(C)nc2s1,-3,777,i,33,i,1.9
O=C(/C=C/c1cccc(Cl)c1)NCCCN1CCOCC1,0,798,i,8,i,0.3
CCN1CCN(C(=O)CCc2nnc(CCc3c[nH]c4ccccc34)o2)[C@@H](C)C1=O,9,754,i,5,i,1.1
COc1ccc(CCNC(=O)c2ccc3nc(N4CCOCC4)sc3c2)cc1OC,5,755,i,28,i,1.5
COc1cccc(OCc2cc(C(=O)NCc3ccc4c(c3)OCO4)no2)c1,5,714,i,35,i,0.6
COc1ccccc1-c1noc2ncnc(Nc3cccc(C)c3C)c12,-16,698,i,24,i,1.4
CC(C)c1ccc(NC2CCCN(C(=O)CCc3cnn(C)c3)C2)cc1 (centres undefined),-11,665,i,66,i,1.2
CC(CS(=O)(=O)c1ccc2c(c1)NC(=O)CS2)C(=O)NCc1ccccc1Cl (centres undefined),-8,706,i,9,i,1.8
